PolyA inhibitor: blocks polyadenylation in yeast reporter cells; S. cerevisiae SKY197-pL101 polyadenylation reporter, beta-gal luminescence; efflux-impaired pdr1/pdr3 knockout yeast; score 100 = 6 SD above DMSO; calls only at 12 µM; 300,000 tested, 0.02% active;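 active = lowest replicate activity score at least 50, where 100 means six control SD above control mean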;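 also: yeast exposed to compound for 9 h at 30 °C; higher score means more reporter readthrough which indicates perturbed polyadenylation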
KCNQ1 inh: human KCNQ1 channel inhibition; P51787; CHO-K1 KCNQ1, FluxOR thallium flux fluorescence; active compounds read high; B-score at 10 µM; 310,000 tested, 1.3% active; AID 2642;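 active = compounds whose thallium flux B-score, printed positive for inhibition, exceeds three library SD while starting fluorescence stays within three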;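 also: channel opened by potassium depolarization with thallium stimulus after 20 min compound exposure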
KCNK9 block: inhibitors of human KCNK9 two-pore domain potassium channel. HEK293 KCNK9, FluxOR thallium flux fluorescence; active compounds read low. B-score at 10 µM. 310,000 tested, 1.2% active. AID 488922;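 active = ratio B-score over 3 SD below the library mean, with starting fluorescence within 5 SD of its mean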;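 also: negative B-score means less thallium flux so channel inhibition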
hERG protect: shields human hERG channel from block by proarrhythmic agents; Q12809; CHO-hERG, FluxOR thallium flux, dofetilide IC70 present; activation (rescue from dofetilide block), less the hit threshold, % at 10 µM; 310,000 tested, 0.51% active; AID 1511;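 active = activation above the mean of controls blocked by dofetilide plus 5 SD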;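 also: thallium influx through hERG after potassium depolarization seen as dye fluorescence rise; in these data hits start at about 4.7%; inactives centre near -7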
KCNQ1 pot: human KCNQ1 channel potentiation or activation; CHO-K1 KCNQ1, thallium flux FluxOR fluorescence; active compounds read high; P51787; 310,000 tested, 0.35% active; AID 2648; B-score at 10 µM;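 active = fluorescence ratio B-score, a plate-corrected score, at least three library SD, with initial intensity B-score within 5 SD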
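assay system = CHO-K1 cells stably expressing KCNQ1 | medium = assay buffer, equal DMSO in all wells | timing = 37 °C overnight plating, 90-min dark dye load, 20-min compound pretreatment | measured by = kinetic FluxOR thallium fluorescence, 10-s 1-Hz baseline, 110-s post-stimulus read | measure = fluorescence change relative to baseline, converted to B score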
Dyrk1A ADPGlo: inhibitors of rat Dyrk1A kinase; Q63470; ADP-Glo luminescence, NFATc1 peptide; inhibition, % at 12.5 µM; 310,000 tested, 0.43% active; in the data active = inhibition above about 50%;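 also: plate controls were vehicle with enzyme for no effect and no enzyme for full effect; many of its hits are not listed in these tables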
GSK3A inh: inhibitors of human GSK-3 alpha kinase; ADP-Glo luminescence, 60 min; inhibition, % at 10 µM; 320,000 tested, 0.1% active; AID 2650;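 in the data active = inhibition above about 50%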;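 also: GST-tagged GSK-3 alpha with peptide substrate and 25 µM ATP; 0% = DMSO neutral wells and 100% = GW8510 positive control wells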
RGS4 block: inhibitors of human RGS4; P49798; HEK293 M3R/RGS4 inducible, Fluo-4 calcium flux; active compounds read high; triggered by carbachol at its EC20; 310,000 tested, 0.45% active; AID 463165; B-score at 10 µM;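 active = B-score, a plate-corrected calcium signal, over three deviations above library mean, with baseline fluorescence within five deviations of library mean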;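 also: RGS4 expression induced by doxycycline in cells with stable M3 receptor; B-score is computed from the integrated fluorescence ratio over baseline after carbachol; higher B-score means a larger calcium signal and so more RGS4 inhibition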
Target sequence (P49798 whole entry, looked up): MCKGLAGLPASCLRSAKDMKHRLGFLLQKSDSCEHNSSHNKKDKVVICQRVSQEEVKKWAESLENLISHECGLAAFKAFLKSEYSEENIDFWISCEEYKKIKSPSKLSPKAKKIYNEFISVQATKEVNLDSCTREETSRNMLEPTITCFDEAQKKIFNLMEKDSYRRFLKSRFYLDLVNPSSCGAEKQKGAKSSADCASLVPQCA
GSK3beta inhib: inhibitors of human GSK3beta kinase. 300,000 tested, 0.038% active. GST-GSK3beta kinase, ADP-Glo luminescence, 60 min; active compounds read low. P49841. activity score (negative = inhibition), % at 10 µM. AID 2097;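 active = more than half of replicate wells score below -50%, meaning over 50% inhibition versus plate controls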;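 also: 0% = median DMSO wells and -100% = median GW8510 positive control wells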
Target sequence (P49841 whole entry, looked up): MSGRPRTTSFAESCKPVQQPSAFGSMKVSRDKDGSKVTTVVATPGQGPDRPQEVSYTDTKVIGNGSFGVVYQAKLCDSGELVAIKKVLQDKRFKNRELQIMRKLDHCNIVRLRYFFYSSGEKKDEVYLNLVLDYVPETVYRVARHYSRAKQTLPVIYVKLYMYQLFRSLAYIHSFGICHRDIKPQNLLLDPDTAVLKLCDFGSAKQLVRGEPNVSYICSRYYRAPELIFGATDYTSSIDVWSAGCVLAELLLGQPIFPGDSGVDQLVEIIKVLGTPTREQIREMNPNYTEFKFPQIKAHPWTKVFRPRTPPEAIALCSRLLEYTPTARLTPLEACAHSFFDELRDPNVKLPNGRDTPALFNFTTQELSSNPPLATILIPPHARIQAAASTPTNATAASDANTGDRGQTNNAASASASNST
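Assay system: GST-fused GSK3beta enzyme, cell-free / Medium: Tris pH 7.5 buffer with MgCl2, DTT, BSA, heparin / Also added: peptide substrate plus 25 µM ATP (final) / Compound: 10 µM single point / Timing: kinase reaction with compound 60 min at room temperature / Detection: ADP-Glo luminescence / Benchmarks: DMSO neutral wells and GW8510 at 20 µM as positive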
RGS4 act: RGS4 potentiation or activation; AID 463111; 310,000 tested, 0.92% active; B-score at 10 µM; HEK293 M3R/inducible RGS4, carbachol calcium flux Fluo4; active compounds read low;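 active = B-score of the integrated calcium signal more than 4 SD below the library mean, with starting fluorescence not abnormally high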;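 also: negative B-score means reduced calcium response which marks RGS4 activation or potentiation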
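Test system: HEK293 cells with stable M3R and inducible RGS4; also added: carbachol at ECmax as muscarinic agonist stimulus; schedule: dye loading 30 min 37 °C, buffer rest 30 min RT; technique: kinetic calcium fluorescence imaging with Fluo4-AM dye, 2 µM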
KCNK3 inh: human KCNK3 channel inhibition, primary screen | O14649 | CHO-KCNK3 thallium flux, FluxOR fluorescence; active compounds read low | B-score at 10 µM | 340,000 tested, 0.84% active;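 active = B-score under library mean minus 4 SD, starting fluorescence ratio at most library mean plus 5 SD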;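 also: more negative B-score means stronger inhibition of thallium flux through KCNK3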
* hit, by the source's call; i = inactive; . = not tested or not shown. An excerpt. The share of hits here may be higher or lower than overall.

SMILES	PolyA inhibitor	KCNQ1 inh	KCNK9 block	hERG protect	KCNQ1 pot	Dyrk1A ADPGlo	GSK3A inh	RGS4 block	GSK3beta inhib	RGS4 act	KCNK3 inh
O=C(N/N=C/C=C\c1ccccc1)c1cnccn1	.	i	i	-12	i	0	-8	i	-2	i	i
COC(=O)[C@H](CC(C)C)NC(=O)NCCCc1ccccc1	i	i	i	-6	i	-1	-1	i	1	i	i
COc1cc2ccccc2cc1C(=O)Nc1ccccc1N1CCN(S(C)(=O)=O)CC1	i	i	i	-12	i	6	-1	i	4	i	i
O=C(NNC(=O)C1CCCO1)c1ccc(F)cc1 (configuration not stated)	i	i	i	-9	i	-5	4	i	5	i	i
O=c1oc(-c2ccco2)nc2sc3c(c12)CCCCC3	i	i	i	-14	i	.	-1	i	0	i	i
CC(NC(=O)c1ccc(NC2=NC3CS(=O)(=O)CC3S2)cc1)c1ccccc1 (configuration not stated)	i	i	i	-8	i	4	0	i	0	i	i
COc1cc(OC)cc(C(=O)NC(=S)N2CCCCCC2)c1	i	i	i	10*	i	3	-7	i	2	i	i
COC(=O)c1c(-c2ccccc2)csc1N1C(=O)Nc2ccccc2N1O	i	i	i	-4	i	-1	.	i	5	i	i
CCC1CCCCN1CCCNC(=O)C1CCCN(c2ncnc3c2nc2n3CCCCC2)C1 (configuration not stated)	i	i	i	-8	i	-5	-1	i	-1	i	i
O=C(/C=C/c1cccs1)N1CCN(c2ccccc2F)CC1	i	i	i	-10	i	-5	-4	i	5	i	i
COC(=O)C1=C(C)NC(=O)/C1=C\c1cc(C)n(-c2c(C)cccc2C)c1C	i	i	i	-9	i	0	-1	i	3	i	i
CCCCCN(C(=O)NC(=O)Nc1ccc(C)cc1)S(=O)(=O)c1ccccc1	i	i	i	-8	i	-6	-2	i	0	i	i
Cc1cc(OCC(=O)NC2CCN(Cc3ccccc3)CC2)c2c(C)c(C)c(=O)oc2c1	i	i	i	-10	i	6	0	i	-4	i	i
COCCCn1c(=O)c2sccc2n(Cc2ccc(C)cc2)c1=O	i	i	i	-9	i	-1	0	i	4	i	i
O=C(c1c[nH]c2ccccc12)N1CCN(Cc2ccccc2)CC1	i	i	i	1	i	7	16	i	0	i	i
Cc1ccc(C(C(=O)NCc2ccco2)N(C(=O)Cn2nnc3ccccc32)c2ccccc2)o1 (configuration not stated)	i	i	i	-5	i	.	-1	i	1	i	i
CCOC(=O)CSc1nc2ccsc2c(=O)n1C1CCN(C(=O)OCC)CC1	i	i	i	-18	i	1	16	i	3	i	i
CCOC(=O)N1CCN(S(=O)(=O)c2ccc(C(=O)NNc3nc4c(C)cccc4s3)cc2)CC1	i	i	i	-13	i	3	1	i	-1	i	i
N#CCNC(=O)C1CC(=O)N(CCc2ccc(F)cc2)C1 (configuration not stated)	i	i	i	-9	i	1	2	i	-1	i	i
CCc1ccc[n+](-c2[nH]c(=O)sc2/C=N/N=C(\[O-])CCn2c3ccccc3c3ccccc32)c1	i	i	i	-8	i	3	0	i	1	i	i
O=C(CSCc1ccc(Cl)cc1)NCc1ccccn1	i	i	i	-6	i	-7	1	i	3	i	i
CN(C(=O)CSc1ncc(C(F)(F)F)cc1Cl)c1c(N)n(Cc2ccccc2)c(=O)[nH]c1=O	i	i	i	-7	i	11	-2	i	4	i	i
CC(C)(C)OC(=O)NC(Cc1ccccc1)C(=O)N1CCCC1C(=O)O (configuration not stated)	i	i	i	0	i	-2	-2	i	-5	i	i
Cc1nc(NC(=O)c2ccc(Cl)cc2)nc2cc3c(cc12)OCO3	i	i	i	-3	i	-3	0	i	2	i	i

Part of the list above, limited to KCNK3 inh:
molecule	KCNK3 inh
COC(=O)C1=C(C)NC(=O)/C1=C\c1cc(C)n(-c2c(C)cccc2C)c1C	i
CCCCCN(C(=O)NC(=O)Nc1ccc(C)cc1)S(=O)(=O)c1ccccc1	i

Ordered by SMILES length (descending): 11 of the compounds above.
SMILES	PolyA inhibitor	KCNQ1 inh	KCNK9 block	hERG protect	KCNQ1 pot	Dyrk1A ADPGlo	GSK3A inh	RGS4 block	GSK3beta inhib	RGS4 act	KCNK3 inh
CCOC(=O)N1CCN(S(=O)(=O)c2ccc(C(=O)NNc3nc4c(C)cccc4s3)cc2)CC1	i	i	i	-13	i	3	1	i	-1	i	i
Cc1ccc(C(C(=O)NCc2ccco2)N(C(=O)Cn2nnc3ccccc32)c2ccccc2)o1 (configuration not stated)	i	i	i	-5	i	.	-1	i	1	i	i
COC(=O)C1=C(C)NC(=O)/C1=C\c1cc(C)n(-c2c(C)cccc2C)c1C	i	i	i	-9	i	0	-1	i	3	i	i
COc1cc2ccccc2cc1C(=O)Nc1ccccc1N1CCN(S(C)(=O)=O)CC1	i	i	i	-12	i	6	-1	i	4	i	i
CC(C)(C)OC(=O)NC(Cc1ccccc1)C(=O)N1CCCC1C(=O)O (configuration not stated)	i	i	i	0	i	-2	-2	i	-5	i	i
COC(=O)c1c(-c2ccccc2)csc1N1C(=O)Nc2ccccc2N1O	i	i	i	-4	i	-1	.	i	5	i	i
COCCCn1c(=O)c2sccc2n(Cc2ccc(C)cc2)c1=O	i	i	i	-9	i	-1	0	i	4	i	i
O=C(/C=C/c1cccs1)N1CCN(c2ccccc2F)CC1	i	i	i	-10	i	-5	-4	i	5	i	i
O=c1oc(-c2ccco2)nc2sc3c(c12)CCCCC3	i	i	i	-14	i	.	-1	i	0	i	i
O=C(N/N=C/C=C\c1ccccc1)c1cnccn1	.	i	i	-12	i	0	-8	i	-2	i	i
O=C(CSCc1ccc(Cl)cc1)NCc1ccccn1	i	i	i	-6	i	-7	1	i	3	i	i
